Screens (PubChem)
D3 ag = agonists of human D3 dopamine receptor. AID 652048. P35462. 410,000 tested, 0.58% active. D3R DiscoveRx beta-arrestin cells, luminescence, 90 min. max activation, %; in the data active means max activation above about 30%; further: 0% is about no effect; mostly tested at two doses, the higher about 12 µM
Target sequence (P35462 whole entry, looked up): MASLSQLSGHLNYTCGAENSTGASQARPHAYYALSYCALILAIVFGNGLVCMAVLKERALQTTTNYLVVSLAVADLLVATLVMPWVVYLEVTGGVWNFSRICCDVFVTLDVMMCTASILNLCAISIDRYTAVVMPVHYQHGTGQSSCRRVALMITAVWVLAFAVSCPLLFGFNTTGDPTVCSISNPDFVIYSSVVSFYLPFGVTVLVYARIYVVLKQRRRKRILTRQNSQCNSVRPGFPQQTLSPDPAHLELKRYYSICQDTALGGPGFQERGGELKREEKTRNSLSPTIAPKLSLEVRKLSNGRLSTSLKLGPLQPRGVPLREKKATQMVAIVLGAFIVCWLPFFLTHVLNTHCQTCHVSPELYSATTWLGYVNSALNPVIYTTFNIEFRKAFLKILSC
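Agonist-mode cell screen: cells plated at 1500/well and incubated overnight at 37 °C, then exposed to library compounds for 90 min at 37 °C. Detection reagent was added for 30–60 min at room temperature, and luminescence was read.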
D3 antag = D3 dopamine receptor (human) antagonism; P35462; D3R cells, DiscoveRx beta-arrestin luminescence, antagonist mode; hits give low values; max response, negative = inhibition, %; 360,000 tested, 2.5% active; AID 652054; in the data active means max response below about -50%; inconclusive means no clear call, values can overlap the other calls; further: on the % scale 0 is the no-effect control and ±100 the full control effect; mostly tested at two doses, the higher about 12 µM
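Cells plated overnight at 1500 cells/well, then exposed to library compounds with dopamine controls for 90 minutes at 37 degrees C. DiscoveRx reagent added for 30–60 minutes at room temperature; luminescence read, quantitative HTS format.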
KB-V1 MDR tox = KB-V1 MDR subline cytotoxicity; AID 1347076; KB-V1 MDR cells viability, CellTiter-Glo, 72 h; 400,000 tested, 3.4% active; Potency, µM (highest dose often 46.1 µM), for inactives: at the top dose activity change, negative = cytotoxicity, usual class: cytotoxic; further: potency means the concentration at half of the fitted maximal effect; on the % scale 0 is the no-effect control and ±100 the full control effect; nearly all actives have a fitted effect of over 60% in size
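Readout: CellTiter-Glo luminescence, 10 min after addition. Cells: KB-V1 MDR subline, 72 h at 37 degrees C with compound. Analysis: corrected, normalized data fitted to concentration-effect curves.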
aSyn rescue = rescues yeast growth from alpha-synuclein toxicity | Yeast expressing alpha-synuclein, growth rescue, BacTiter-Glo, 24 h | 370,000 tested, 0.14% active | Potency, µM (series often up to 46.1 µM), without a hit: at the top dose growth rescue (activation), hits mostly activators | AID 652106; further: potency means the concentration at half of the fitted maximal effect; % of control where 0% means no effect; nearly all actives have a fitted effect of over 65% in size
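Rescue of yeast growth: cells expressing toxic alpha-synuclein, induced in galactose at OD600 0.02, incubated with compound 24 h at 30 C. ATP luminescence quantified growth; inhibitors of toxicity appear as activators.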
PTHR1 agonist = agonists of human PTHR1 parathyroid hormone receptor. HEK293 GP2 PTHR1 cells, GloSensor cAMP luminescence, 1 h. 410,000 tested, 0.075% active. Potency, µM (top dose mostly 115 µM), without a hit: at the top dose activation, most hits filed as activators. Q03431; further: potency means the concentration at half of the fitted maximal effect; nearly all actives have a fitted effect of over 55% in size; some results filed as inactive show a strong effect at the top dose; inactives centre near -15; many of its hits are not listed in these tables
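HEK-293-derived GP2 cells expressing PTHR1 and a GloSensor cAMP reporter, 3,000/well, plated overnight, given luciferin plus IBMX (each 0.5 mM as added) for 1 h at 37 °C, then compound for 1 h at 37 °C. Luminescence was read after 15 min at room temperature.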
TDP-43 yeast inh = rescues yeast growth from TDP-43 toxicity; TDP-43 expressing yeast growth rescue, BacTiter-Glo, 24 h; Potency, µM (series often up to 46.1 µM), inactives show at the top dose growth rescue (activation), hits mostly activators; 410,000 tested, 1.8% active; further: potency means the concentration at half of the fitted maximal effect; % of control where 0% means no effect; nearly all actives have a fitted effect of over 50% in size
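Cell-based yeast growth screen: TDP-43 expression induced in galactose, inoculum OD600=0.02 after raffinose pregrowth to mid-log. Read-out BacTiter-Glo luminescence at 24 hr, 30 deg C; inhibition of toxicity seen as signal increase.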
GLP1R ag = GLP-1 receptor (human) agonism. P43220. HEK293 GLP-1R CRE-luciferase, luminescence, 4-6 h; cells express a hypersensitive GLP-1R form. Potency, µM (series often up to 45.6 µM), for the others: top-dose activation, usual class: activators. 380,000 tested, 0.007% active; further: potency means the concentration at half of the fitted maximal effect; % of control where 0% means no effect
Target sequence (P43220 whole entry, looked up): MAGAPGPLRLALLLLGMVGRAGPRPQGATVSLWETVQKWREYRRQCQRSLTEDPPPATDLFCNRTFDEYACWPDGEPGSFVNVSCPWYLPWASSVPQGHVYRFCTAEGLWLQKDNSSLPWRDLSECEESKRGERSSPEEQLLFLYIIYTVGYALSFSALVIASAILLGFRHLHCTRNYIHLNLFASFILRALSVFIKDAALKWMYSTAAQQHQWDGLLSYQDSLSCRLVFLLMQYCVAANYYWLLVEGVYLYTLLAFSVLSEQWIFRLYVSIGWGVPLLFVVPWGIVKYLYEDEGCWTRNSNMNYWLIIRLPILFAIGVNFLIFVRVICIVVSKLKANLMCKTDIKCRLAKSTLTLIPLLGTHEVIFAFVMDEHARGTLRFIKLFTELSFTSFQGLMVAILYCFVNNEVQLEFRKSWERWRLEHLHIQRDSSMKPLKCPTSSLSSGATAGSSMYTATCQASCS
HEK293 tox = cytotoxicity in counter-screen for GLP-1R inverse agonists; HEK293 cAMP-luciferase reporter cells, luminescence, 24 h; Potency, µM (highest dose often 38.3 µM), inactives show at the top dose activity change, negative = inhibition, usual class: inhibitors; 410,000 tested, 0.13% active; AID 624418;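 further: loss of luciferase light is scored as toxicity; potency means the concentration at half of the fitted maximal effect; on the % scale 0 is the no-effect control and ±100 the full control effect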
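MLSMR compounds, 24 hr on cells at 37 deg C/5% CO2; luminescence after luciferase reagent (12 min RT). Inhibition counted as the undesired cytotoxic outcome.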
GLP1R inv ag = inverse agonists of human GLP-1 receptor; P43220; HEK293 GLP-1R CRE-luciferase, luminescence, 24 h; GLP-1R form is constitutively active; Potency, µM (top dose mostly 38.3 µM), for the others: top-dose activity change, negative = inhibition, most hits filed as inhibitors; 410,000 tested, 1.6% active; AID 624417; further: potency means the concentration at half of the fitted maximal effect; on the % scale 0 is the no-effect control and ±100 the full control effect; nearly all actives have a fitted effect of over 55% in size
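Constitutively active GLP-1R drives a cAMP-responsive luciferase in stably transfected HEK293 cells; test compounds are added after overnight (12 h) attachment and left 24 hr, and signal loss in luminescence marks inhibition.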
* marks the source's active call; other numbers are inactive results; i = inactive; ? = inconclusive; nt = no result given; & = joins results of further samples; [ ] = remark or other dose. Unless noted, the call rests on the fitted dose curve; in most records, active means well fitted curve in the direction sought with a large enough effect; inconclusive means small, poorly fitted or top-dose-only effect, or another doubt; inactive means no such curve, though single readings can be large; an effect the other way counts as inactive or inconclusive. The list is partial; the hit share may differ from the screen's.

SMILES	D3 ag	D3 antag	KB-V1 MDR tox	aSyn rescue	PTHR1 agonist	TDP-43 yeast inh	GLP1R ag	HEK293 tox	GLP1R inv ag
COc1ccc(C(=O)C2CCCN(Cc3cccn3-c3ccccn3)C2)c(OC)c1 (stereo not given)	-9.9	-9.5	?	-1.1%	-30.7%[inhibitor]	-10.1%	6.5%	?	?
CCCCNC(=O)c1ccccc1NC(=O)C1=C(C)OCCS1	-1.8	12.1	-18.7%	-8.5%	i	1.5%	12.5%	-6.8%	0.2%
C=CCn1c(C)nc2c(cnn2-c2ccccc2)c1=O	13.5	1.2	-2.6%	6.7%	-13.7%	?	8.2%	-5.7%	49.0%[activator]
COc1ccc2cnn(-c3ccccc3C)c(=O)c2c1OC	-4.3	1.4	0.3%	2.8%	-9.0%[57.5 µM]	24.1%	-1.1%	-7.8%	1.0%
CCOc1ccc(N(CC(=O)NCCSCc2ccc(Cl)cc2)S(C)(=O)=O)cc1	-1.1	-22.8	?	-15.0%	-9.6%	8.2%	7.6%	5.9%	-9.3%
COC(=O)[C@]12CCCCC=C1N(Cc1cccc3ccccc13)C(=O)[C@H](CC(=O)NCc1cccs1)C2	-6.1	-10.4	16.4µM*	?	-39.7%[inhibitor]	?	-0.6%	-13.7%	?
Cc1ccc(-n2c(=S)[nH]c3c(oc4ccccc43)c2=O)cc1C	7.0	6.2	3.6%	-3.0%	i	?	-11.0%	3.9%	11.6%
Cc1c(Cl)cccc1NC(=S)NCCC(C)C	3.6	-4.0	2.5%	9.0%	i	28.3%	0.8%	?	?
COc1cccc(NC(=O)CN(C)C(=O)c2cc3c(s2)CCC3)c1	3.4	0.0	?	-1.1%	-5.2%	-0.2%	-17.6%	-20.3%	-5.3%
CS(=O)(=O)Oc1ccc(Br)c2cccnc12	1.8	19.9	3.7%	0.9%	-1.4%	9.1%	11.7%	-28.6%	6.3%
COc1ccc(Br)cc1CN(C)CC(=O)Nc1cccc(S(=O)(=O)N2CCCC2)c1	-16.3	-7.4	?	-1.1%	-18.8%	-2.1%	14.5%	-3.7%	?
COc1ccc(Cn2c(C(=O)O)c(CNCc3cccs3)c3ccc(C)cc32)cc1	1.0	nt	-2.5%	nt	i	14.8%	nt	?	?
COc1ccc(CNCC(=O)Nc2cc(OC)cc(OC)c2)cc1	-18.7	?	?	-8.9%	-16.1%	-4.8%	-4.2%	2.2%	-31.7%
CN(C)c1cccc(C(=O)N2CCC(n3nccc3NC(=O)C3CCOC3)CC2)c1 (stereo not given)	10.5	4.1	?	6.0%	i	9.3%	-3.0%	-5.7%	2.7%
COC(=O)c1cccc(F)c1C(=O)c1cccc2ccccc12	-0.1	14.2	-0.8%	?	-23.0%	19.0%	21.1%	-17.4%	?
Cc1ccc(-c2cc(C(=O)Nc3c(C)n(C)n(-c4ccccc4)c3=O)[nH]n2)c(O)c1	-1.2	-18.4	0.0%	-9.9%	i	9.4%	-0.1%	-11.3%	-16.8%
O=C(CCN1C(=O)c2ccccc2S1(=O)=O)Nc1cccc2ccccc12	-6.2	5.6	-11.3%	0.9%	i	3.9%	-0.3%	9.0%	8.7%
O=C(CSc1nc2ccccc2[nH]1)Nc1ccccc1F	-7.2	-22.6	?	-9.7%	i	-19.3%	8.5%	4.8%	-6.7%
N#Cc1ccccc1S(=O)(=O)N1CCN(CC(O)c2ccccc2)CC1 (stereo not given)	-2.4	-0.9	-18.7%	1.4%	-10.5%	6.6%	0.2%	-5.3%[7.66 µM]	-19.9%[7.66 µM]
Cn1c(=S)c2[nH]c(SCc3cccnc3)nc2n(C)c1=O	12.4	-13.7	16.4µM*	-10.1%	-9.8%	25.8%	-3.8%	?	?
CNc1c(NS(=O)(=O)c2ccc(F)c(Cl)c2)c(=O)oc2ccccc12	-1.9	21.0	14.5%	-3.5%	-46.0%[inhibitor]	-1.6%	10.2%	-9.3%	-8.7%
CCOc1ccccc1C1C(C(N)=O)=C(C)Nc2nc(-c3ccccc3Cl)nn21 (stereo not given)	10.6&-17.2	-25.1	10.7%&-4.1%	2.4%	-7.8%[57.5 µM]	-4.4%	12.7%	11.4%&-11.2%	1.3%&5.7%
COc1ccc(-c2cc(C(=O)N3CCN(c4ccccc4OC)CC3)no2)cc1OC	-1.2	-0.3	-2.6%	0.1%	-8.3%	?	9.8%	8.7%	-10.8%
O=C(NCc1ccc(Cl)cc1)C1CCCN(c2cnccn2)C1 (stereo not given)	-5.5	-3.2	-3.2%	-10.4%	-22.0%	-8.9%	-2.9%	0.7%	-27.0%
COc1ccc2oc(C(=O)N3CCN(S(=O)(=O)c4c(C)c(C)cc(C)c4C)CC3)c(C)c2c1	12.0	8.5	5.5%	-0.1%	-6.0%	-3.9%	4.2%	4.1%	?

Additional results follow:
SMILES	D3 ag	D3 antag	KB-V1 MDR tox	aSyn rescue	PTHR1 agonist	TDP-43 yeast inh	GLP1R ag	HEK293 tox	GLP1R inv ag
Cc1ccc(Nc2nc(N3CCOCC3)nc(N3CCOCC3)n2)cc1C	-3.3	-0.8	18.4%	7.9%	-44.6%[inhibitor]	12.6µM*	-5.8%	28.3%	?
Nc1ncnc2c1ncn2C1OC(C(=O)NC2CC2)C(O)C1O (stereo not given)	14.4	9.2	9.9%	-0.7%	-23.9%	12.8%	-2.3%	0.6%	6.6%
Cc1ccc(NC(=O)C2CCN(S(=O)(=O)c3ccc4c(c3)CCCC(=O)N4)CC2)c(Cl)c1	7.7	nt	?	-0.9%	-18.0%	6.3%	2.7%	-1.9%	9.4%
CCSc1nnc(NC(=O)Cc2cccc(OC)c2)s1	-4.5	-6.1	-10.6%	3.0%	-5.3%	0.6%	0.4%	-13.8%	-28.9%
O=C(NCCN1CCN(c2ccccc2)CC1)C1CCN(S(=O)(=O)c2cccs2)CC1	45.7*	-27.1	-1.4%	4.8%	-10.5%	19.8%	-1.2%	-0.4%	-26.3%
CC(=O)NC1Sc2ccccc2N=C1c1ccccc1 (stereo not given)	-8.3	-21.7	?	1.1%	-16.5%[57.5 µM]	-9.0%	2.9%	-1.0%	4.9%
O=C(COC(=O)c1ccccc1O)Nc1cccc(S(=O)(=O)NC2=NCCCCC2)c1	6.8	-0.7	-10.7%	-5.6%	i	-4.6%	10.6%	2.8%	4.9%
CC1(C)CC(=O)C(CC2=C(N)CC(C)(C)CC2=O)=C(N)C1	-1.0	18.1	-0.1%	4.3%	i	5.2%	-2.9%	35.5%[activator]	-4.7%
CCOC(=O)N1CCc2c(sc3c2c(=O)n(Cc2ccccc2)c(=O)n3Cc2cccc(Cl)c2)C1	-1.6	nt	nt	nt	-12.1%	8.9%	nt	-11.6%	6.2%
O=C(COC(=O)c1ccc(N2CCCC2=O)cc1)c1ccccc1	-7.1	10.0	7.8%	-1.5%	-9.7%	0.0%	-0.9%	17.7%	21.0%
CCOc1ccccc1C(=O)N1CCC(n2nnc3cc(C(F)(F)F)ccc32)CC1	1.1	11.2	0.0%	9.3%	-8.9%	?	3.6%	-5.4%	0.0%
COc1ccc(CCN2CC(C(=O)Nc3ccc(S(C)(=O)=O)cc3)CC2=O)cc1OC (stereo not given)	4.4	11.9	14.1%	-0.3%	i	-5.9%	-2.1%	-2.8%	7.7%
CCC(=O)N1CCc2cc(Br)cc(S(=O)(=O)CCC(=O)NCCc3ccccc3Cl)c21	-3.1	nt	-14.9%	nt	i	6.4%	nt	10.8%	-17.7%
c1ccc(N=C2SCCCS2)cc1	-1.9	-7.6	20.7%	10.0%	-50.0%[inhibitor]	2.7%	6.9%	2.3%	1.0%
Cc1cc(/C=C2/NC(=O)NC2=O)c(C)n1-c1ccncc1	8.3	2.2	?	7.3%	i	17.6%	5.5%	-15.5%	15.3%
Cn1c(=O)c2cc(NC(=O)NCc3ccccc3)ccc2n1Cc1ccc(Cl)cc1	2.6	-0.9	3.1%	19.0%	-15.5%	14.7%	7.8%	-18.6%	?
O=C(Cn1ncc2c(=O)oc3ccccc3c21)N1CCc2ccccc2C1	5.3	11.7	?	2.4%	i	17.7%	-3.9%	3.9%	8.2%
Cc1cccc(N2CCN(C(=O)c3ccc4c(c3)N(Cc3cccc(Cl)c3)C(=O)c3ccccc3S4=O)CC2)c1C (stereo not given)	4.1	nt	nt	nt	-11.0%	-7.6%	nt	-10.9%	?
Cc1ccc(C(=O)NCC(=O)NCC(=O)OCC(=O)c2ccc([N+](=O)[O-])cc2)cc1	-4.5	-11.8	14.0%	-12.8%	-1.9%[57.5 µM]	0.0%	-10.1%	1.8%	6.7%

5 entries from above, ordered by molecular weight, largest number first:
SMILES	D3 ag	D3 antag	KB-V1 MDR tox	aSyn rescue	PTHR1 agonist	TDP-43 yeast inh	GLP1R ag	HEK293 tox	GLP1R inv ag
COc1ccc2oc(C(=O)N3CCN(S(=O)(=O)c4c(C)c(C)cc(C)c4C)CC3)c(C)c2c1	12.0	8.5	5.5%	-0.1%	-6.0%	-3.9%	4.2%	4.1%	?
O=C(NCCN1CCN(c2ccccc2)CC1)C1CCN(S(=O)(=O)c2cccs2)CC1	45.7*	-27.1	-1.4%	4.8%	-10.5%	19.8%	-1.2%	-0.4%	-26.3%
O=C(COC(=O)c1ccccc1O)Nc1cccc(S(=O)(=O)NC2=NCCCCC2)c1	6.8	-0.7	-10.7%	-5.6%	i	-4.6%	10.6%	2.8%	4.9%
O=C(COC(=O)c1ccc(N2CCCC2=O)cc1)c1ccccc1	-7.1	10.0	7.8%	-1.5%	-9.7%	0.0%	-0.9%	17.7%	21.0%
Cn1c(=S)c2[nH]c(SCc3cccnc3)nc2n(C)c1=O	12.4	-13.7	16.4µM*	-10.1%	-9.8%	25.8%	-3.8%	?	?
